Bioassay records deposited in PubChem by Sanford-Burnham Center for Chemical Genomics.
CXCR6 inh: inhibitors of human CXCR6 receptor; AID 602244; CHO-K1 PathHunter CXCR6 beta-arrestin, luminescence; inhibition, % at 20 µM; 0.36% of 360,000 active; O00574; in the data active = inhibition above about 34%, passing the limit was not always enough;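 note: antagonist mode with CXCL16 agonist at 10 nM final; 0% = 10 nM CXCL16 with DMSO and 100% = unstimulated wells without agonist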
CHOP UPR activ: activators of apoptotic arm of unfolded protein response (CHOP); CHO-CHOP luciferase reporter, UPR activation, luminescence; percent of tunicamycin response over DMSO baseline; activation, % at 10 µM; 0.34% of 330,000 active; AID 449763;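 active = at 10 µM dose, activation of 40% or more, normalized to positive control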;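 note: 100% = tunicamycin at 10 µg/mL and 0% = DMSO alone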
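System: CHO CHOP reporter cells. Amount: 500 cells per well. Buffer or medium: F12 medium, 10% FBS. Compound dosing: one dose, 10 µM in 0.5% DMSO. Incubation: 6 h compound exposure at 37 °C after overnight seeding. Technique: Steady-Glo luciferase luminescence. Benchmarks: tunicamycin and DMSO controls.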
APJ agonist: APJ receptor agonism; activation, % at 20 µM; AID 2520; 0.11% of 330,000 active; CHO-K1 APJ PathHunter beta-arrestin, luminescence; 0% DMSO wells, 100% apelin; P35414;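 active = activation more than six SD over the plate average, tested at 20 µM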;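 note: 0% = DMSO alone and 100% = apelin-13 at 10 nM; some results filed as inactive read as strong as hits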
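Assay system: CHO-K1 cells stably expressing ProLink-tagged human APJ and arrestin–beta-gal acceptor. Compound dosing: 20 µM single point, 1% DMSO. Times: 16-18 h seeding, 90 min dark compound exposure, 60 min detection. Detection: beta-gal luminescence. Evaluation: APJ–arrestin association signal. Controls: negative DMSO alone, positive Apelin-13 at 10 nM.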
APJ antagonist: APJ receptor antagonism; P35414; CHO-K1 APJ beta-arrestin complementation, luminescence; inhibition, % at 20 µM; 0.32% of 330,000 active;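 active = inhibition above about 40% at 20 µM, limit read from the data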;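 note: cells challenged with 10 nM apelin-13 agonist together with compound; plate controls were apelin-13 plus DMSO wells for no effect and DMSO wells lacking apelin-13 for full effect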
XBP1 UPR activ: activators of adaptive arm of unfolded protein response (XBP1); activation, % at 20 µM; 0.33% of 330,000 active; CHO-XBP1 luciferase reporter, IRE1-XBP1 UPR activation, luminescence; percent of tunicamycin response, DMSO as zero; AID 463104;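 active = versus positive control, 20 µM dose yields 30% or more activation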;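 note: 100% = tunicamycin at 10 µg/mL and 0% = DMSO only wells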
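assay system = CHO-XBP1 luciferase reporter cells | amount = 1000 cells/well | buffer or medium = F12 plus 10% FBS | compound dosing = single point, 20 µM final compound, 1% DMSO | incubation = 16-18 h cell attachment at 37 °C, then 6 h compound exposure | detection = Steady-Glo luminescence read | controls = tunicamycin 10 µg/mL and vehicle-only wells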
Mdm2-MdmX inh: human Mdm2/MdmX binding inhibition; 3% of 330,000 active; SaOS-2 split-luciferase Mdm2/MdmX complementation, luminescence; O15151+Q00987; inhibition, % at 8 µM; AID 485346;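 active = inhibition of at least 50% at 8 µM in the primary screen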
Target sequence (O15151 whole entry, looked up): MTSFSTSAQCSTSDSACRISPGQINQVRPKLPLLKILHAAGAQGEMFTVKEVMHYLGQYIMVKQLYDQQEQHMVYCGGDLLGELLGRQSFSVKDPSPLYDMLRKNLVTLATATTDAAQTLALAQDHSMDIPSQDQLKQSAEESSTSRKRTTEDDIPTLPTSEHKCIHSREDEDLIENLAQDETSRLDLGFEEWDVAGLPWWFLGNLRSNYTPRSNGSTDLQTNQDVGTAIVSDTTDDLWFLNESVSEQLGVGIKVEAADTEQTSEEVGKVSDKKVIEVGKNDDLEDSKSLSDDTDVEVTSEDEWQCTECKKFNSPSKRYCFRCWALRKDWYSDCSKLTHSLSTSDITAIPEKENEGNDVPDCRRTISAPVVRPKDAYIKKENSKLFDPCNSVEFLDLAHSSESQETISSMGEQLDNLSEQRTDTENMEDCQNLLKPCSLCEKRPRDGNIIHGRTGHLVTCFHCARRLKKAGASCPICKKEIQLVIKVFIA
Target sequence (Q00987 whole entry, looked up): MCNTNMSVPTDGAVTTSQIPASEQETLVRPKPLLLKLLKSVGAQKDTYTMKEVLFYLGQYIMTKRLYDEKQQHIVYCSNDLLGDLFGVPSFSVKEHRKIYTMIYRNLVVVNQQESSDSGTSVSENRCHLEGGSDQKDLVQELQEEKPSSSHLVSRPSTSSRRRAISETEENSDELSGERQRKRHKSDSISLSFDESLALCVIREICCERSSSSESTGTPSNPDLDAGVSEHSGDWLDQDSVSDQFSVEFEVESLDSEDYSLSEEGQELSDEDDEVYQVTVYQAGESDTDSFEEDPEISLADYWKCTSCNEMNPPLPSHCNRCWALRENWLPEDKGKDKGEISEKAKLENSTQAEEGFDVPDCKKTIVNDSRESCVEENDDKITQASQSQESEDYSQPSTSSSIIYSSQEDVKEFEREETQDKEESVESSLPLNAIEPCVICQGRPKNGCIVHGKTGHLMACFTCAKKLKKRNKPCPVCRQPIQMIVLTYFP
tim10-1 inh: inhibits growth of tim10-1 mutant yeast. AID 463190. inhibition, % at 20 µM. S. cerevisiae tim10-1 ts strain growth, BacTiter-Glo, 24 h. 2.2% of 330,000 active;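 active = inhibition of at least 40%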;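 note: mutant grown at 25 °C; 0% = DMSO wells with yeast and 100% = wells holding no yeast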
tim23-1 inh: growth inhibitors of tim23-1 mutant yeast. AID 463212. inhibition, % at 20 µM. S. cerevisiae tim23-1 growth, BacTiter-Glo luminescence, 24 h. 1.3% of 330,000 active;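 active = growth inhibition of the mutant yeast at or above 50%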;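 note: temperature-sensitive mutant grown at 25 °C; plate controls were DMSO-treated mutant yeast for no effect and medium wells lacking yeast for full effect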
TIM10 inh: TIM10 yeast growth inhibition. inhibition, % at 10 µM. S. cerevisiae TIM10 strain growth, BacTiter-Glo luminescence, 24 h. 1.4% of 330,000 active. AID 463195;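 active = inhibition of 40% or more at the single tested concentration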;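 note: wild-type TIM10 isogenic control strain grown at permissive 25 °C; 0% = DMSO yeast wells and 100% = minimal medium wells without yeast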
Active calls of the source: *; . = not tested or not shown. An excerpt; rates above refer to the full screens.

Results follow in this order: TIM10 inh | APJ agonist | CHOP UPR activ | Mdm2-MdmX inh | XBP1 UPR activ | CXCR6 inh | tim23-1 inh | tim10-1 inh | APJ antagonist
COC(=O)/C(=C\C=C\c1ccccc1)NC(=O)c1ccccc1
  -5 | -3 | 1.1 | 13 | 0 | 0 | 20 | 18 | -4
Cc1cc2ccccc2cc1CN1CCOCC1
  3 | 2 | -1.1 | -20 | -4 | 1 | 6 | 0 | -8
CC1(C)CC(=O)C2=C(C1)N(CCN1CCOCC1)C1=C(C(=O)CC(C)(C)C1)C2c1cccc(Cl)c1
  -10 | -4 | -2.0 | 33 | -3 | -12 | 0 | 21 | -9
CC1CC(C)CN(CC(=O)N2CCOCC2)C1 (configuration not stated)
  -6 | -2 | -1.0 | 0 | 3 | -4 | -7 | 9 | 6
CC(C)c1c(C(=O)N/N=C/c2ccsc2)nnn1-c1nonc1N
  5 | 12 | 3.0 | 1 | -2 | -2 | 5 | 2 | -14
CC1C(c2ccccc2)C(C#N)(C#N)C2(C#N)C(=O)NC1(N)C2C (configuration not stated)
  6 | 0 | -1.1 | 8 | -3 | 0 | 0 | 20 | -4
COC(=O)c1sc(S(=O)(=O)N2CCN(c3ccccc3)CC2)c(C(=O)OC)c1C
  10 | 4 | -2.8 | 18 | -2 | 0 | 13 | 12 | -8
O=C(NCCSCc1ccco1)Nc1ccccc1
  9 | -6 | 1.0 | -22 | 2 | 2 | 15 | 4 | 1
CC(=O)Nc1ccc(C(=O)N2CCCC2)cc1
  3 | 3 | 3.3 | 9 | -1 | 6 | 19 | 10 | 15
Cc1ccc(NC(=S)Nc2ccc(S(=O)(=O)Nc3ncccn3)cc2)cc1Cl
  22 | -8 | 1.6 | -6 | 0 | . | -11 | 20 | 14
COc1ccc(S(=O)(=O)N2CCN(S(=O)(=O)c3ccc4c(c3)OCCO4)CC2)cc1
  -34 | -2 | -1.8 | 58* | 38* | -7 | -19 | -41 | 15
O=C(OCC(=O)N1CCC(Cc2ccccc2)CC1)c1ccccc1NCCO
  17 | -2 | -0.3 | -10 | -2 | -7 | 10 | 18 | -5
Cc1ccc2nc(N(CCN(C)C)C(=O)c3ccc4c(c3)OCCO4)sc2c1
  3 | -4 | 1.1 | 7 | 0 | 8 | 0 | 15 | -2
COc1ccc(S(=O)(=O)N2CCC(C(=O)NC3CCCC3)CC2)cc1OC
  -8 | 6 | -1.3 | -17 | 1 | -9 | 7 | -3 | -6
Cc1ccc(S(=O)(=O)N(C)C)cc1NC(=O)C(C)OC(=O)c1ccc2c(c1)OCCO2 (configuration not stated)
  -12 | -3 | -0.1 | 14 | -1 | 4 | 11 | -6 | -17
N#Cc1c(NC(=O)c2cccc(S(=O)(=O)Nc3ccc(C(=O)O)cc3)c2)sc2c1CCCC2
  -12 | -5 | 0.6 | -1 | -1 | -1 | 31 | 15 | 7
Cc1nnc(SCC(=O)Nc2ncc(Cc3ccc(F)cc3)s2)n1N
  2 | -5 | 0.4 | 17 | -1 | 0 | -11 | -12 | 16
COc1cc2cc(CCCOC(=O)c3ccc(F)cc3)oc(=O)c2cc1OC
  8 | -3 | 3.7 | 6 | -1 | 0 | 21 | 12 | 11
CCCCCC(=O)N/N=C/c1cccs1
  -5 | -4 | 0.1 | 10 | 0 | -1 | -2 | -17 | 22
CCOc1ccc(C(C(=O)NCC2CCCO2)N(Cc2cccnc2)C(=O)c2snc(C(N)=O)c2N)cc1 (configuration not stated)
  -14 | -2 | -1.1 | 14 | 1 | 5 | 10 | 1 | -1
Cn1c(Cl)cnc1C(O)c1ccccc1 (configuration not stated)
  3 | -5 | -0.9 | 18 | -5 | 10 | -2 | -3 | 9
Cc1ccccc1Nc1ncnc2c1cnn2Cc1ccccc1
  15 | -1 | -3.7 | 44 | -3 | 1 | 18 | 24 | 7
CCCCCC1CC(CC/C(C)=N/NC(N)=O)C(=O)O1 (configuration not stated)
  7 | -2 | -1.9 | 16 | -4 | 10 | 11 | 0 | 6
COc1ccc(CCNC(=O)C2CC(c3ccccc3[N+](=O)[O-])=NO2)cc1 (configuration not stated)
  -1 | -1 | 2.2 | -47 | 0 | -4 | 11 | 7 | -88
CCn1c(-c2cc(Cl)ccc2OC)n[nH]c1=S
  -3 | -1 | 1.9 | -9 | -4 | 8 | 15 | 1 | 24
CC(NS(=O)(=O)c1ccccc1)C(=O)Nc1ccc(S(N)(=O)=O)cc1 (configuration not stated)
  -3 | -2 | 0.1 | 6 | 3 | -8 | 0 | 6 | -5
O=C(COc1ccc(Br)cc1)NCCCNC(=O)c1cnccn1
  -2 | -1 | -0.4 | 8 | 2 | -4 | 17 | 10 | 4
N#CC1=C(N)N(c2ccc(Cl)c(Cl)c2)C(=O)C1
  1 | -3 | 3.5 | -7 | 1 | 2 | 1 | 4 | 13
CCC(=O)Nc1ccc(C(=O)CSc2nc3ccccc3[nH]2)cc1
  -7 | 1 | -0.4 | 7 | 4 | 5 | -10 | 25 | 3
CCOC(=O)C1(CCCc2ccccc2)CCN(CCCn2cccn2)CC1
  15 | -2 | -0.5 | 14 | -4 | 3 | 10 | 20 | 5
COc1cccc(/C=C2\N=C3CCCCCN3C2=O)c1
  -1 | 3 | 1.0 | 18 | 1 | 6 | 23 | 20 | 9
CCN(CC)c1ccc(NC(=O)CN2C(=O)CSc3ncccc32)c(C)c1
  1 | 10 | -2.2 | 18 | -1 | -2 | 5 | -14 | -4
CN(C(=O)c1ccncc1)c1nnc(-c2ccncc2)s1
  5 | -3 | 1.8 | -13 | 1 | -4 | 15 | 14 | -8
CCN(C[C@H]1N[C@@](CC)(C(=O)OC)[C@H]2C(=O)N(C)C(=O)[C@@H]12)C(C)=O
  5 | -2 | -1.7 | 10 | -2 | -6 | -10 | -21 | -2
COc1ccc(OC)c(NC(=O)NC2(C(F)(F)F)Oc3ccccc3O2)c1
  -5 | 5 | 1.7 | 15 | 4 | -4 | 10 | 16 | -18
CCN(Cc1ccc(OC)c(F)c1)C(=O)C1CCCO1 (configuration not stated)
  7 | -1 | 0.5 | -5 | -4 | -2 | 2 | -22 | 33
Cc1ccc(CCNC(=O)CN(C)S(=O)(=O)c2ccc3c(c2)n(C)c(=O)c(=O)n3C)cc1
  -16 | -3 | -0.8 | 5 | 1 | 1 | 10 | -6 | 2
COc1ccccc1N1CCN(C(=O)CCn2c(=O)[nH]c3ccccc3c2=O)CC1
  8 | 1 | -1.8 | -4 | 0 | -9 | -1 | 4 | 20
CN(C)c1ccc(C(=O)OCC(=O)c2cccs2)cc1
  7 | -2 | 5.1 | -178 | -5 | 5 | -4 | -4 | 19
CC(=O)CNc1ccc(S(=O)(=O)N/N=C/c2ccccc2)cc1
  -12 | -4 | -0.3 | 9 | -2 | 11 | 11 | -10 | -1
CC(C)C[C@@H](CSc1ccccc1)N1CCN(C)CCC1=O
  -6 | -4 | -0.4 | 6 | -1 | -1 | -2 | -15 | -25
O=C(COc1ccccc1)N[C@@H]1c2ccccc2CC[C@@H]1OCc1ccccc1
  0 | . | 1.2 | 18 | -2 | 2 | 26 | 15 | .
Cc1ccc(CNC(=O)C2CCC(CNc3c(N4CCC(C)CC4)c(=O)c3=O)CC2)cc1 (configuration not stated)
  6 | -2 | -2.9 | 5 | 0 | 5 | 7 | -10 | -2
CCc1nccn1CCC(=O)N1CCCC(Nc2ccc(C(C)C)cc2)C1 (configuration not stated)
  -2 | -3 | 3.4 | 13 | -4 | -5 | -11 | -8 | -9
Clc1ccc(OCCn2cnc(Cl)c2Cl)cc1
  3 | -2 | 2.2 | -8 | 1 | -10 | 20 | 14 | 1
O=c1cc(CSc2ccc(Cl)cc2)[nH]c2[nH]n(-c3ccccc3)c(=O)c12
  5 | -1 | -0.8 | -15 | 0 | -5 | 24 | 7 | -4
O=C(N/N=C1\CCCCc2ccccc21)c1ccccn1
  21 | -3 | 6.3 | -45 | -4 | -1 | 38 | 30 | 3
CCCCNC(=O)C1CCCN(S(=O)(=O)c2ccc(-n3cnnn3)cc2)C1 (configuration not stated)
  9 | 5 | 1.0 | 5 | 2 | -5 | 9 | 11 | -3
Cc1cc(NC(=O)c2noc3c2CCCC3)nn1Cc1ccc(Cl)cc1
  17 | -3 | 0.0 | 18 | 1 | 6 | 27 | 45* | -4
Cc1cccc(N2CCN(c3ccc(C(N)=O)cc3[N+](=O)[O-])CC2)c1C
  -13 | -3 | -1.2 | 19 | -2 | -5 | -11 | -15 | 2
Cc1ccc2cc(CCNC(=O)CCCc3ccccc3)c(=O)[nH]c2c1
  7 | -2 | -0.5 | 12 | -4 | -6 | 11 | 20 | 3
O=C(CSc1nnc(-c2ccc(F)cc2)c2ccccc12)Nc1c(F)cccc1F
  30 | -5 | -2.2 | 23 | 0 | 8 | 27 | 23 | 16
O=C(NC1CCCCC1)N1CCN(c2nc(-c3ccccc3)cs2)CC1
  20 | -2 | -1.9 | 11 | -1 | -11 | 41 | 45* | -7
CC(C)c1nnc(NC(=O)CCC(=O)NCCc2ccccc2)s1
  -5 | 2 | -0.2 | -12 | 2 | -10 | -3 | -11 | 9
CCc1nnc(NC(=O)C23CC4CC(CC(C4)C2)C3)s1
  17 | 0 | 6.5 | -2 | 5 | -4 | 31 | 14 | 5
CC1(c2ccccc2)NC(=S)N2C1NC(=S)N2c1ccccc1 (configuration not stated)
  3 | 1 | 4.9 | 0 | 2 | 4 | 12 | 11 | 14
CC(C)CN(CC(C)C)C(=O)CCCC(=O)N(CC(C)C)CC(C)C
  22 | 1 | -1.4 | -4 | -1 | -13 | 26 | 21 | 6
C=CCn1c(SCc2nc3sc(C(=O)O)c(C)c3c(=O)[nH]2)nnc1-c1ccccc1
  -2 | -3 | 0.6 | 15 | 2 | -6 | 3 | 6 | 16
OCCN(CC#CCn1c2ccccc2c2ccccc21)CCO
  -5 | -4 | -0.1 | 29 | 1 | -4 | 8 | 22 | 20
COc1cc(C2CC(=O)Nc3n[nH]c(-c4ccccc4)c32)cc(OC)c1OC (configuration not stated)
  -24 | -2 | -1.1 | 50 | -2 | . | 6 | -7 | -7
CN(CC(=O)Nc1ccc(F)cc1)C(=O)CSc1ccc2c(c1)OCCO2
  3 | -3 | -0.6 | -9 | -1 | -3 | 27 | 12 | -3
O=C(CN1CCN(C2CCCCC2)CC1)Nc1cccc2ccccc12
  9 | -1 | 4.0 | 14 | -2 | 8 | -20 | 9 | 21
